High-throughput results (PubChem BioAssay)
HT1080-NT tox – qHTS for induction of synthetic lethality in tumor cells producing 2HG: qHTS for the HT-1080-NT fibrosarcoma cell line. HT-1080-NT fibrosarcoma viability, CellTiter-Glo ATP luminescence, 48 h. Potency, µM (series often up to 46.1 µM), without a hit: top-dose activity, negative = less viability, most hits filed as cytotoxic. 360,000 compounds, 1.6% hits. AID 686970, 2013;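 also: NT is the 2HG producing partner of a matched IDH1 knockdown line; potency is read from the fitted curve at half-maximal effect; 0% = DMSO-treated cells and -100% = media-only wells without cells; nearly all actives have a fitted effect of over 55% in size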
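Fibrosarcoma NT cells, 750 per well in 5% FBS RPMI, were exposed to compound for 48 hours. Viability: CellTiter-Glo luminescence.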
SW480 rerep – A quantitative high throughput screen for small molecules that induce DNA re-replication in SW480 colon adenocarcinoma cells; SW480 DNA re-replication, Hoechst DNA content imaging, 48 h; Potency, µM (doses to about 46.1 µM), without a hit: at the top dose re-replication activation, most hits filed as activators; 340,000 compounds, 1.8% hits; AID 624297, 2012; also: potency is read from the fitted curve at half-maximal effect; % of control where 0% means no effect; nearly all actives have a fitted effect of over 55% in size
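Compounds, transferred as 23 nL by pin tool, were incubated with cells for 48 hr; DNA content per nucleus was then quantified by Hoechst staining and fluorescence plate imaging.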
ATXN viability – Viability Counterscreen for Primary qHTS for Inhibitors of ATXN expression; S2 cells (HEK-293 line with an ATXN2-luciferase reporter) viability, CellTiter-Fluor protease fluorescence, 24 h; AID 651635, 2014; 400,000 compounds, 0.49% hits; Potency, µM (titrated, usually from 56.7 µM), hits mostly cytotoxic; also: potency is read from the fitted curve at half-maximal effect; nearly all actives have a fitted effect of over 40% in size
ATXN2 expr inh – Primary qHTS for Inhibitors of ATXN expression; HEK-293 ATXN2-luciferase reporter, luminescence, 24 h; Potency, µM (highest dose often 57 µM), without a hit: at the top dose activity change, negative = inhibition, usual class: inhibitors; 360,000 compounds, 0.72% hits; AID 1745845, 2022; also: potency is read from the fitted curve at half-maximal effect; % is scaled to controls: 0 for no effect and ±100 for the full control effect; nearly all actives have a fitted effect of over 55% in size
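qHTS (up to 57 uM final) was run with 24 h compound exposure of reporter cells at 37 °C. Each well was multiplexed: SteadyGlo luminescence measured ATXN2-luciferase expression after a fluorogenic Gly-Phe-AFC viability readout (25 uM final).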
IL1B secr inh – qHTS for Inhibitors of Inflammasome Signaling: IL-1-beta AlphaLISA Primary Screen; THP-1 LPS/ATP IL-1B secretion, AlphaLISA, 16 h; stronger effect = lower value; activity change, % at 57.5 µM; 360,000 compounds, 4.7% hits; AID 743279, 2014; in the data active = activity change below about -50%; inconclusive = mostly about -30% to -49%; also: % is scaled to controls: 0 for no effect and ±100 for the full control effect
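Secreted IL-1B measured by AlphaLISA bead assay after 16 h compound exposure of THP-1 cells; compounds (final up to 57.5 uM) added 1 h before LPS (250 ng/mL) and ATP (1.25 mM) stimulation; lower signal means less secretion.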
KB-3-1 tox – qHTS assay for MDR1-selective chemotherapeutics: Primary screen using the parental adenocarcinoma cell KB-3-1. KB-3-1 viability, CellTiter-Glo ATP luminescence, 72 h. Potency, µM (titrated, usually from 46.1 µM), inactives show at the top dose activity change, negative = cytotoxic, most hits filed as cytotoxic. 400,000 compounds, 1.4% hits. AID 1347075, 2019; also: potency is read from the fitted curve at half-maximal effect; % is scaled to controls: 0 for no effect and ±100 for the full control effect; nearly all actives have a fitted effect of over 60% in size
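Viability of parental KB-3-1 cells, measured by CellTiter-Glo luminescence, followed a 72 h incubation at 37 °C with pinned compounds in phenol-red-free DMEM containing 10% FBS.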
HT1080 IDH1KD tx – qHTS for induction of synthetic lethality in tumor cells producing 2HG: qHTS for the HT-1080-IDH1KD cell line; AID 686971, 2013; 360,000 compounds, 2% hits; Potency, µM (series often up to 46.1 µM), without a hit: top-dose activity, negative = toxicity, hits mostly cytotoxic; HT-1080 IDH1 knockdown viability, ATP luminescence, 48 h;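 also: potency is read from the fitted curve at half-maximal effect; 0% = DMSO wells and -100% = cell-free medium wells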
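After a 2 h attachment period, IDH1KD HT-1080 cells took pin-transferred compound for 48 h at 37 °C; ATP-based luminescence after 10 min room-temperature reagent incubation reported viability.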
MCF10A rerep – A quantitative high throughput screen for small molecules that induce DNA re-replication in MCF 10a normal breast cells. MCF 10A DNA re-replication, Hoechst nuclear intensity, 48 h. Potency, µM (series often up to 46.1 µM), without a hit: at the top dose activity, positive = re-replication, actives largely listed as activators. 350,000 compounds, 2.9% hits; also: potency is read from the fitted curve at half-maximal effect; % of control where 0% means no effect; nearly all actives have a fitted effect of over 50% in size
HepG2 tox – qHTS for Inhibitors of TGF-b: Cytotox Counterscreen | 410,000 compounds, 0.76% hits | HepG2 CAGA-GFP viability, ATP luminescence, 18 h | Potency, µM (highest dose often 46.1 µM), without a hit: top-dose activity change, negative = cytotoxicity, actives largely listed as cytotoxic; also: potency is read from the fitted curve at half-maximal effect; some results filed as inactive show a strong effect at the top dose
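HepG2 CAGA-GFP cells (1000/well, DMEM with 1% FBS) received compound, then TGF-beta at 500 pg/mL final, and were incubated 18 hours at 37 degrees C. Viability was read by CellTiter-Glo luminescence. Media-only wells were set as complete cell-killing and DMSO as no toxicity.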
Starred values were filed as active, the others as inactive; i = inactive; ? = inconclusive; · = no result given; & = joins results of further samples; [ ] = remark or other dose. Unless noted, calls follow the shape of the dose curve; as a rule, active = well fitted curve in the direction sought with a large enough effect; inconclusive = small, poorly fitted or top-dose-only effect, or another doubt; inactive = no such curve, though single readings can be large; an effect the other way counts as inactive or inconclusive.

SMILES	HT1080-NT tox	SW480 rerep	ATXN viability	ATXN2 expr inh	IL1B secr inh	KB-3-1 tox	HT1080 IDH1KD tx	MCF10A rerep	HepG2 tox
CCCCOC(=O)C1=C(C)NC(=O)NC1c1cc2c(cc1Br)OCO2 (stereo unspecified)	-17.5%	-48.7%[inhibitor]	i	-6.5%	?	6.1%	-7.3%	10.3%	-18.4%
COc1cc(N(C(C)=O)c2ccc(O)cc2)c2ncccc2c1	1.4%	·	·	·	-5.5	1.5%	8.1%	·	0.7%
CC1CCCCC1NC(=S)NC(=O)c1cccs1 (stereo unspecified)	-3.3%	0.2%	?	·	39.0	1.0%	-1.1%	7.8%	-20.2%
Cc1c(C(=O)NCc2ccc(F)cc2)c(-c2ccccc2)nn1-c1ccccc1	-2.6%	-2.7%[9.22 µM]	i	-15.6%	-4.7	-8.4%	-20.0%	?	-12.0%
Cc1nn2c(NCCCN3CCOCC3)c3c(nc2c1-c1ccccc1)CCC3	-9.7%	-4.7%	i	-6.3%	?	0.1%	-2.7%	25.1%	-32.7%
NC(=O)/C=C/C(=O)Nc1ccc(Cl)cc1	-1.8%	17.7%	?	?	-78.5*	-1.3%	?	14.6µM*	4.9%
Cc1ccccc1-c1cc2nc(C)c(C)c(=O)n2[nH]1	-7.9%	0.2%	i	29.3%	1.5	-14.0%	-9.8%	?	-13.0%
COc1ccc(CNCC(O)(c2ccccc2)c2ccc(F)cc2)cc1OC (stereo unspecified)	-2.3%	?	i	?	-88.4*	-37.9%	-3.4%	?	-22.1%
CCOC(=O)C1(Cc2cccc(OC)c2)CCCN(C(=O)c2cc(CC(C)C)[nH]n2)C1 (stereo unspecified)	0.1%	-2.3%	i	17.4%	-0.9	-7.4%	-10.8%	13.6%	-15.9%
O=C(c1ccc(-n2nc(C(F)(F)F)c3c2CCCC3)cc1)N1CCOCC1	9.1%	2.4%	i	·	4.2	-16.3%	-2.3%	-4.9%	-29.3%
O=C(C1CCN(S(=O)(=O)c2ccc(Cl)cc2)CC1)N1CCCCCCC1	0.2%	4.2%	i	5.0%	0.0	-12.2%	-0.8%	6.2%	1.7%
Cc1ccc(CS(=O)(=O)c2ccc(C(=O)N3CCCCC3)cc2[N+](=O)[O-])cc1	-0.9%	-5.3%	i	-0.7%	-11.5	8.7%	-9.2%	10.6%	-6.8%
Cc1cc(OCC(=O)NCc2cccnc2)c2c(C)cc(=O)oc2c1	7.6%	30.0%	?	6.2%	7.3	9.4%	-3.6%	0.7%	9.8%
O=S(=O)(Nc1ccc2c(c1)OCO2)c1ccc(F)c(F)c1	-9.7%[9.24 µM]	-9.2%	i	-3.8%	-11.4	-0.7%	-0.2%	5.7%	-2.0%
O=C(Nc1cccc(Cl)c1)Nc1ccccc1NS(=O)(=O)c1cccs1	?	4.4%	i	-6.9%	8.6	0.6%	?	?	-36.9%
CN1C(=O)CC(N2CCN(c3ccccn3)CC2)C1=O (stereo unspecified)	-2.6%	-4.8%	i	-12.3%	-15.1	1.5%	-6.5%	2.1%	-15.2%
CCCCN(CC)CCCNC(=O)c1cc2c(=O)n(CC)c3ccccc3c2s1	18.4µM*	?	?	?	-76.7*	?	29.1µM*	?	-99.6%
CC(C)(C)NC(=O)C(c1ccccn1)N(C(=O)c1ccc2c(c1)OCCO2)C1CCCC1 (stereo unspecified)	13.2%	-2.6%	?	-7.7%	-7.1	-0.1%	8.7%	-0.4%	-1.8%
CN(C)C(CNC(=O)c1ccccc1C(F)(F)F)c1ccco1 (stereo unspecified)	16.0%	0.4%	i	-10.3%	0.0	-5.0%	20.4%	1.8%	-0.4%
CN(CCc1ccccc1)c1ccc([N+](=O)[O-])cn1	5.3%	-19.8%	i	5.8%	25.8	-3.5%	8.4%	6.8%	-24.2%
CCC(C)c1ccc(NC(=O)Nc2cccnc2)cc1 (stereo unspecified)	?	-0.3%	i	33.9%[activator]	?	?	-16.1%	7.7%	-33.9%
CCOC(=O)C1CCN(C(=O)CCc2ccccc2)CC1	10.2%	-13.4%	i	-16.9%	10.0	-2.5%	20.7%	?	5.9%
CCOC(=O)C1CSC2(CCC(c3ccccc3)CC2)N1 (stereo unspecified)	12.7%	4.9%	i	-0.2%	14.1	0.3%	5.5%	2.2%	-5.4%
Cc1ccc(NC(=O)CN(C)S(=O)(=O)c2ccc(Br)s2)cc1F	-11.1%	-3.2%	i	-17.4%	-62.5*	-4.9%	-10.9%	?	-4.9%
COc1ccc2sc(-c3ccc(S(C)(=O)=O)cc3)c(-c3ccc(SC)cc3)c2c1	0.0%	16.1%	i	-15.9%	-9.8	-23.7%	-3.2%	?	-14.4%
CCc1nnc(NC(=O)CCC(=O)NC2CCCCC2)s1	11.3%	-7.7%	i	4.7%	20.3	-10.9%	11.2%	-1.6%	-3.9%
CN1CCN(C(c2cccs2)c2nnnn2Cc2ccc(F)cc2)CC1 (stereo unspecified)	8.2%	-0.6%	i	-10.1%	-19.0	6.0%	12.8%	12.2%	-5.4%
CN(C)c1ccc(N=Nc2ccccc2C(=O)OCC(=O)NCC2CCCCC2)cc1	-1.8%	16.6%	i	25.8%	?	1.2%	-12.5%	18.5%	-11.6%
COC(=O)C1=C[C@@H](C(=O)OC)C2C3=C(C(=O)C24CCCCC4)[C@H](C)n2c(=O)n(C)c(=O)n2[C@@H]3C1 (stereo partly specified)	-0.5%	-35.9%[inhibitor]	i	5.6%	13.2	0.0%	11.7%	-1.1%	-23.9%&-0.9%
NC(=O)C1CCN(CCC(=O)Nc2cccc(Cl)c2)CC1	8.6%	2.5%	i	-12.7%	4.2	14.9%	4.5%	-2.2%	-8.6%
CC(=O)Nc1cccc(Oc2ncnc3scc(-c4ccc(C(C)C)cc4)c23)c1	?	?	i	12.3%	-51.7*	?	?	23.1µM*	-8.5%
CC1(C)CC(=O)C(=Cc2cn(CCC#N)nc2-c2ccc(Cl)cc2)C(=O)C1	-2.5%	?	i	-24.3%	-27.6	7.2%	-3.0%	16.8%	-17.6%
O=C(CSc1nc2ccccc2c(=O)n1Cc1ccco1)N1CCCCCC1	-20.8%	17.6%	i	-17.3%	?	?	?	?	-30.2%
CC(C)Nc1ccc(-n2nc3ccccc3[n+]2[O-])cc1	-1.8%	3.4%	i	-15.8%	-5.0	3.0%	-2.0%	?	-0.4%
COc1ccc(N2CCN(C(=O)CCS(=O)(=O)c3ccc(C)cc3)CC2)cc1	0.4%	-6.1%	i	-15.9%	-2.1	-1.4%	3.4%	-0.2%	-8.5%
CCc1nc2ccc(C(=O)N3CCN(C)CC3)cn2c1N(CCC(C)C)CCN(C)C	-5.5%	·	i	-4.9%	-5.4	0.0%	-10.7%	·	2.4%

Of the compounds above, these have an aryl thioether with sulfur outside any ring:
SMILES	HT1080-NT tox	SW480 rerep	ATXN viability	ATXN2 expr inh	IL1B secr inh	KB-3-1 tox	HT1080 IDH1KD tx	MCF10A rerep	HepG2 tox
COc1ccc2sc(-c3ccc(S(C)(=O)=O)cc3)c(-c3ccc(SC)cc3)c2c1	0.0%	16.1%	i	-15.9%	-9.8	-23.7%	-3.2%	?	-14.4%
O=C(CSc1nc2ccccc2c(=O)n1Cc1ccco1)N1CCCCCC1	-20.8%	17.6%	i	-17.3%	?	?	?	?	-30.2%

The list goes on:
SMILES	HT1080-NT tox	SW480 rerep	ATXN viability	ATXN2 expr inh	IL1B secr inh	KB-3-1 tox	HT1080 IDH1KD tx	MCF10A rerep	HepG2 tox
CC(=O)[C@@H]1[C@@H](C)N(Cc2ccccc2)C(=O)N[C@H]1c1ccccc1	0.0%	-12.7%	i	-5.6%	2.7	4.3%	-3.0%	-10.1%	-5.5%
CN1C(=O)Cc2cc(S(=O)(=O)NCCc3ccccc3)ccc21	6.9%	-13.5%	i	1.4%&2.0%	3.0	-1.5%&-15.2%	-3.0%	-13.7%	-10.3%&-8.2%
Cc1cc(C)nc(NC(=O)c2ccc(C)c([N+](=O)[O-])c2)n1	6.2%	-6.8%	i	-1.8%	-2.7	12.2%	11.9%	-7.5%	5.8%
O=C(COC(=O)C12CC3CC(CC(C3)C1)C2)Nc1ccc([N+](=O)[O-])cc1Cl	4.5%	·	i	1.0%	-1.3	14.4%	-8.0%	20.6%	-8.5%
Cc1cc(C)cc(NC(=O)c2ccc3c(c2)nnn3C2CCCC2)c1	·	·	i	?	·	?	·	·	-30.9%
Cc1ccc(OCC(=O)Nc2ccc3c(c2)nc(CCN2CCN(c4ccccn4)CC2)n3C)cc1	20.6µM*	·	?	·	47.8	-14.7%	20.6µM*	·	-11.8%
COc1ccc(/C=N/NC(=O)c2sc(C)nc2C)cc1	?	?	i	1.4%	28.9	-12.7%	?	?	4.9%
O=C(c1ccc(Cn2c(=S)[nH]c3ccc(N4CCOCC4)cc3c2=O)cc1)N1CCC(N2CCCCC2)CC1	-13.1%	-4.5%	i	0.7%	17.4	-2.5%	-10.0%	?	-1.0%
COc1cccc(/C=N/n2c(-c3cc(C)[nH]n3)n[nH]c2=S)c1	3.3%	-52.2%[inhibitor]	i	5.9%	-5.3	-8.6%	1.0%	0.7%	-30.9%
Cc1c(N(C)S(=O)(=O)c2ccc(Cl)c(C(=O)NCC3CCCO3)c2)c(=O)n(-c2ccccc2)n1C (stereo unspecified)	-7.0%	13.2%	i	11.1%	0.0	-15.9%	1.1%	-3.1%	-5.5%

Rows were taken by chance. Share with any hit: about 8.9%.
